# PKM2 act = increases activity of human pyruvate kinase M2 | 260,000 compounds, 0.34% hits | purified PKM2, Kinase-Glo ATP luminescence, activation; response scale: 0% is enzyme alone, no compound | AID 1631 | P14618 | Potency, µM (top dose mostly 57.5 µM), without a hit: at the top dose activation, usual class: activators; note: potency is the fitted concentration of half-maximal effect; % is set by controls: 0 for no effect and ±100 for the full control effect; nearly all actives have a fitted effect of over 55% in size
# Target sequence (P14618 whole entry, looked up): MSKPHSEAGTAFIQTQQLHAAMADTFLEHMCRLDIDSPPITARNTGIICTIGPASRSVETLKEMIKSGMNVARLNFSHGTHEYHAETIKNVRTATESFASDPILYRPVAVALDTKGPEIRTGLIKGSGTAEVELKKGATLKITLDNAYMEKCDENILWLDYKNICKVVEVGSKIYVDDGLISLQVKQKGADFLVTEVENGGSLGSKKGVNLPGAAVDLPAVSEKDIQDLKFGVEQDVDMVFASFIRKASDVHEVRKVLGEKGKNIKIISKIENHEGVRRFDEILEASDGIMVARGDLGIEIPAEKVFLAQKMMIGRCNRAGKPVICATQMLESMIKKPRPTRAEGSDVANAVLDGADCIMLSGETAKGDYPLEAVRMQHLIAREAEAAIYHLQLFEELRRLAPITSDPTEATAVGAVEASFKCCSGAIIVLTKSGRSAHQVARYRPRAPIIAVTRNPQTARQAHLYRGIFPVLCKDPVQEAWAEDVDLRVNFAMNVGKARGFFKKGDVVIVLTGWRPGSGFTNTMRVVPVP
#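 Purified hPK-M2 (>95% pure) converted ADP (0.1 mM final) to ATP with 0.5 mM PEP in 50 mM imidazole pH7.2, KCl, MgCl2, Tween 20, BSA; 1 h at room temperature. ATP detected by Kinase-Glo luminescence.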
# GALK inh = inhibitors of human galactokinase. 270,000 compounds, 0.007% hits. P51570. Purified GALK, Kinase-Glo residual ATP luminescence. Potency, µM (top dose mostly 57.5 µM), without a hit: at the top dose activity change, negative = inhibition, usual class: inhibitors. AID 1868; note: potency is the fitted concentration of half-maximal effect; % is set by controls: 0 for no effect and ±100 for the full control effect
# Target sequence (P51570 whole entry, looked up): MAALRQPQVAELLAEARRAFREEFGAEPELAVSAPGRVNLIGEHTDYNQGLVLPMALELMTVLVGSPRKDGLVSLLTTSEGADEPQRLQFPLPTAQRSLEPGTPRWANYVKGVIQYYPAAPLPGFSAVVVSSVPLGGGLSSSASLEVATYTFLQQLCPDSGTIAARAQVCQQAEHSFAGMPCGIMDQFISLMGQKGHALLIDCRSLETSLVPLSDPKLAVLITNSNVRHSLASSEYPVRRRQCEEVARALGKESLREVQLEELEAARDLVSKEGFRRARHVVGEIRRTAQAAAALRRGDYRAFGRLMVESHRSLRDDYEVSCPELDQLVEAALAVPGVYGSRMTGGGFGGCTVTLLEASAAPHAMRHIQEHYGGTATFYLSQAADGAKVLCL
#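 Human GALK (5 nM) with 35 uM ATP and 100 uM galactose in 20 mM HEPES pH 8.0, 5 mM MgCl2, 60 mM NaCl, 1 mM DTT, 0.01% BSA. After 1 h at room temperature, leftover ATP was read by Kinase-Glo Plus luminescence.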
# B2AR arrestin = recruits beta-arrestin to the human beta2-adrenergic receptor; AID 492947; 330,000 compounds, 0.02% hits; beta-arrestin recruitment to beta2AR, cell-based reporter; P07550; Potency, µM (doses to about 46.1 µM), inactives show at the top dose activation, usual class: activators;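 note: potency is the fitted concentration of half-maximal effect; 0% = DMSO controls and full agonism = EC100 isoproterenol or metaproterenol; nearly all actives have a fitted effect of over 65% in size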
# Tb PFK inh = T. brucei PFK enzyme inhibition; O15648; T. brucei PFK, ADP-Glo luminescence; Potency, µM (top dose mostly 57.5 µM), for the others: top-dose activity, negative = inhibition, hits mostly inhibitors; 330,000 compounds, 0.17% hits; AID 485367;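 note: potency is the fitted concentration of half-maximal effect; 0% = uninhibited 1x PFK enzyme wells and -100% = no-enzyme wells; nearly all actives have a fitted effect of over 60% in size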
#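 Compounds were pin-transferred as a titration series up to 57 uM into substrate buffer (0.5 mM F6P, 0.1 mM ATP, pH 8.0), then 1.25 nM PFK was added and reactions ran 45 min before ADP-Glo detection.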
# a7 integrin act = activators of alpha7 integrin expression for muscular dystrophy | alpha7betagal myoblasts, beta-gal FDG fluorescence, 48 h | 350,000 compounds, 0.064% hits | Potency, µM (series often up to 38.3 µM), for the others: at the top dose activation, hits mostly activators;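 note: potency is the fitted concentration of half-maximal effect; 100% = response of the positive control SU9516; nearly all actives have a fitted effect of over 60% in size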
#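 alpha7betagal+/- myoblasts (passage 13, 250/well) treated 48 h at 37C with compounds at 1:260 dilution of DMSO stock. Lysed, then beta-galactosidase activity read as FDG fluorescence (ex 480/em 540) after 30 min, with pre-read for autofluorescence.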
# Giardia kill = Giardia lamblia killing; Giardia lamblia trophozoite viability; activity change, % at 7.66 µM, hits read low; 340,000 compounds, 0.15% hits; AID 540267; in the data active = activity change below about -80%; inconclusive = between about -30% and that limit;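 note: parasites exposed to compound for two days anaerobically before the ATP read; % is set by controls: 0 for no effect and ±100 for the full control effect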
#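 Each well holds 100 Giardia trophozoites and compound. After two days (48 hrs) at 37 deg C in anaerobic conditions, ATP is quantified by luminescence.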
# S-ASM inh = inhibitors of human secretory acid sphingomyelinase; P17405; 340,000 compounds, 0.006% hits; Potency, µM (titrated, usually from 57.5 µM), without a hit: at the top dose activity change, negative = inhibition, hits mostly inhibitors; placental ASM, HMU-PC fluorogenic substrate, 60 min; AID 504937; note: potency is the fitted concentration of half-maximal effect
#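 Human placenta-derived ASM enzyme was preincubated with compound for 10 minutes at room temperature, then given fluorogenic substrate HMU-PC0 (9 uM final) for 60 minutes at 37 °C; a pH 10 stop preceded fluorescence reading at Ex 386/Em 447 nm.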
# TSG101-PTAP inh = blocks PTAP/TSG101 interaction to inhibit HIV-1 budding; Potency, µM (series often up to 115 µM), inactives show top-dose activity change, negative = inhibition, usual class: inhibitors; 340,000 tested, under 10 active; Fluorescence polarization, FITC-PTAP peptide / Tsg101 binding; active = well fitted inhibition curve with a large enough effect in the main read-out, with a control signal flat, not every such curve was filed as active; inconclusive = small, poorly fitted or top-dose-only effect, or effect the other way, or a change in a side signal; inactive = no such curve, though single readings can be large or run the other way; note: potency is the fitted concentration of half-maximal effect; % of control where 0% means no effect
#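 Fluorescence polarization binding of Tsg101 binding domain (10 uM final) to FITC-labeled PTAP peptide (50 nM final) in HEPES pH 7.5 buffer with NaCl, Tween 20, EDTA, TCEP. Compounds added before peptide; binding 20 min at RT.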
# BCR signal inh = blocks chronic active B-cell receptor signaling. ABC-DLBCL IkBa-CBG/CBR reporter, luminescence ratio, 4 h. Potency, µM (titrated, usually from 46.1 µM), for inactives: top-dose ratio change, negative = lower green/red ratio, usual class: inhibitors. 340,000 compounds, 0.05% hits; active = well fitted inhibition curve with a large enough effect in the signal ratio, with a control signal flat, not every such curve was filed as active; inconclusive = small, poorly fitted or top-dose-only effect, or effect the other way, or a change in a side signal; the % refers to the signal ratio;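 note: potency is the fitted concentration of half-maximal effect; plate controls were basal doxycycline-induced cells for no effect and cells given 10 µM MG132 for full effect; MG132 reads +100%, hits lower the ratio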
#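 Compounds up to 46 uM were incubated four hours with TMD8 cells whose green CBG68 luciferase is fused to IkappaBalpha; red CBR luminescence normalised the signal, and concentration-effect curves were fitted to fusion, red and ratio data.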
# Coupling enz = counter-screen for Giardia aldolase inhibitors: coupling enzyme system. coupling enzyme system counterscreen, AmpLite Red fluorescence. activity change, negative = inhibition, % at 58.2 µM, hits read low. 290,000 compounds, 0.67% hits. AID 2472; in the data active = activity change below about -30%; note: % is set by controls: 0 for no effect and ±100 for the full control effect
#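 Activity here indicates interference with the coupling reaction, not aldolase inhibition. Compounds at 57.5 uM final met coupling enzymes for 10 min at RT; substrate and AmpLite Red detection followed, with a 525/598 nm fluorescence read after 20 min.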
# Menin-MLL TR inh = displaces Texas Red mutant MLL peptide from human menin. O00255. Menin + Texas Red MLL mutant peptide, fluorescence polarization. Potency, µM (highest dose often 61.6 µM), for the others: top-dose FP activity change, negative = inhibition, hits mostly inhibitors. 270,000 compounds, 0.23% hits. AID 1768; active = well fitted inhibition curve with a large enough effect in the polarisation, with a control signal flat, not every such curve was filed as active; inconclusive = small, poorly fitted or top-dose-only effect, or effect the other way, or a change in a side signal; inactive = no such curve, though single readings can be large or run the other way; the % refers to the polarisation; note: potency is the fitted concentration of half-maximal effect; % of control where 0% means no effect; many of its hits are not listed in these tables
# The depositor's hits bear a star; ? = inconclusive; / = no result given; [ ] = remark or other dose. Unless noted, calls come from the whole dose curve; as a rule, active = well fitted curve in the direction sought with a large enough effect; inconclusive = small, poorly fitted or top-dose-only effect, or another doubt; inactive = no such curve, though single readings can be large; an effect the other way counts as inactive or inconclusive.
Structure,PKM2 act,GALK inh,B2AR arrestin,Tb PFK inh,a7 integrin act,Giardia kill,S-ASM inh,TSG101-PTAP inh,BCR signal inh,Coupling enz,Menin-MLL TR inh
Nc1ccccc1SC1CC(=O)N(c2ccc(Cl)c(Cl)c2)C1=O (stereo unspecified),0%,7%,-0.8%,-2%,-11%,-27,-6%,0%,?,0,-6%
C[C@H](CO)N1C[C@H](C)[C@@H](CN(C)S(=O)(=O)c2cccs2)Oc2c(NS(=O)(=O)c3ccccc3)cccc2C1=O,/,/,-0.1%,9%,0%,4,3%,-1%,0%,/,/
COc1cc2c(cc1OC)C(SC)=NC(C)(C)C2,4%,-3%,0.1%,-9%,-54%[inhibitor],-9,-1%,-11%,16µM*,0,-13%
CC1CCCN(S(=O)(=O)c2ccc(NC(=O)C3CCN(C(=O)c4ccco4)CC3)cc2)C1 (stereo unspecified),4%,6%,-0.3%,1%,-26%,-7,-1%,-3%,?,0,9%
C1CC2CN(c3nc4nonc4nc3N3CCSCC3)CCN2C1 (stereo unspecified),1%,4%,-1.0%,-6%,19%,-1,-3%,0%,13%,-1,-20%
CCS(=O)(=O)Nc1ccc(Cc2ccc(NS(=O)(=O)CC)cc2)cc1,3%,-1%,0.2%,6%,-10%[7.66 µM],-3,-1%,-2%,11%,-1,6%
COc1ccc(NC(=O)c2ccc(COCC(F)(F)C(F)F)cc2)cc1OC,2%,-7%,0.1%,7%,4%,18,0%,-2%,?,1,-17%
O=C(N/N=C1\C(=O)c2cccc3cccc1c23)c1ccc(O)cc1,-2%,-1%,-0.4%,12%,-8%,-19,-9%,2%,?,0,?
CCOc1cccc(CN2CCC(CCC(=O)NC3CC3)CC2)c1O,-3%,-3%,-0.3%,-5%,-7%,-18,1%,-5%,-1%,2,13%
COc1cccc(CSc2ccc(S(=O)(=O)N3CCOCC3)cc2C(=O)NCC2CCCO2)c1OC (stereo unspecified),-3%,1%,0.5%,-5%,4%,-6,5%,-3%,0%,0,-6%
O=C(CSc1ccc(-c2ccccn2)nn1)c1ccccc1,-8%,1%,2.3%,1%,-14%,3,2%,-4%,?,0,-1%
Cc1ccc(C2CC(c3cccs3)=NN2S(=O)(=O)c2ccc(C)cc2)cc1 (stereo unspecified),0%,-2%,0.1%,1%,-17%,4,1%,10%,6%,0,18%
CCCCCC(=O)N/N=C/c1ccc([N+](=O)[O-])o1,-2%,0%,-0.5%,-2%,-48%[inhibitor],-103*,-9%,-6%,8%,-3,-6%
N=C1C(c2ccccc2)=C(O)CN1c1cccc(S(=O)(=O)N2CCOCC2)c1,3%,0%,0.1%,3%,-19%,?,0%,-4%,6%,0,/
CCOC(=O)CNC(=O)Cn1cnc2c(nnn2-c2ccc(C)cc2)c1=O,-3%,2%,-0.2%,-1%,21%,-6,-2%,-12%,-1%,1,-9%
N#Cc1cccc(-n2nnnc2-c2ccccn2)c1,-1%,0%,-0.8%,6%,6%,-5,4%,-1%,?,1,2%
Cn1c(=O)n(C)c2cc(N3CCOCC3)c(NC(=O)c3ccc(F)cc3)cc21,/,2%,0.0%,1%,-2%,-14,0%,-9%,8%,/,/
Cc1csc2nc(O)c(C(=O)NCCCN3CCCC3=O)c(=O)n12,/,/,-0.2%,-2%,-23%,-3,1%,-4%,2%,/,/
COc1ccc(C(=O)C2CCCN(Cc3cccc4c3OCO4)C2)cc1OC (stereo unspecified),2%,0%,-0.6%,2%,-4%,-8,5%,-1%,-7%,0,7%
COc1ccc(S(=O)(=O)N2CCC(C(=O)NCCc3ccc4c(c3)OCO4)CC2)cc1,0%,8%,-1.8%,-1%,0%,-3,0%,-4%,-1%,2,-9%
Cc1ccc(S(=O)(=O)N2CCCCC2)cc1C(=O)N1C(C)CCCC1C (stereo unspecified),/,/,3.9%,0%,25%,-4,1%,-3%,-2%,/,/
Cc1c(NC(=O)CSc2ncnc3ccccc23)c(=O)n(-c2ccccc2)n1C,0%,-8%,-1.1%,-5%,-45%[inhibitor],24,0%,-4%,0%,5,11%
CC(C)Nc1ncnc2c1nnn2Cc1ccccc1,?,-4%,-1.0%,-4%,3%,6,6%,-11%,5%,2,-12%
COc1cc(OC)c(C(=O)NC2CCCCCC2)cc1OC,0%,0%,-0.2%,0%,10%,15,3%,-11%,?,1,-4%
O=C(OCC(=O)N1CCN(c2ccccc2)CC1)c1ccc(O)cc1O,-4%,-2%,-1.1%,-5%,-13%,-22,1%,1%,?,/,/

# Further results follow.
Structure,PKM2 act,GALK inh,B2AR arrestin,Tb PFK inh,a7 integrin act,Giardia kill,S-ASM inh,TSG101-PTAP inh,BCR signal inh,Coupling enz,Menin-MLL TR inh
O=C(NC(=S)NNC(=O)c1ccccc1O)c1ccccc1,/,/,-0.3%,-2%,-7%,-23,0%,1%,?,1,?
Cc1cc(C(F)F)n2nc(C(=O)Nc3ccc(F)cc3F)nc2n1,-23%,-1%,0.0%,-14%,8%,-2,-4%,1%,6%,2,6%
Cn1c(-c2c(N)n(-c3ccccc3)c3nc4ccccc4nc23)nc2ccccc21,1%,2%,0.0%,3%,-5%,10,31%,1%,-17%,3,?
OCCNc1nc(C2CC2)nc2c1nnn2Cc1ccccc1Cl,6%,5%,-0.5%,0%,-4%[7.66 µM],-12,-5%,-4%,-1%,-4,-2%
O=C(C1=C(O)C(=O)N(CCN2CCOCC2)C1c1cccc(F)c1)c1cc2ccccc2o1 (stereo unspecified),/,6%,0.0%,1%,2%,-7,-4%,-3%,9%,/,/
Cc1ccc(C)c(C(=O)CCC(=O)Nc2cccnc2)c1,-4%,0%,0.3%,-19%,-2%,3,1%,-7%,-8%,1,-9%
Brc1ccccc1-c1csnn1,7%,3%,-0.7%,-1%,-29%,-5,2%,-7%,-4%,1,29%
COc1ccc(NCC(=O)NN=C2CCS(=O)(=O)c3ccc(F)cc32)cc1,/,/,-0.9%,3%,0%,4,2%,1%,?,/,/
Cn1nnc(C(O)CN2CCOCC2)n1 (stereo unspecified),2%,6%,0.4%,1%,-5%,-1,0%,-2%,2%,5,-3%
Cc1nnc2ccc(-c3ccc(NS(=O)(=O)c4ccccc4[N+](=O)[O-])cc3)nn12,/,/,-0.9%,-13%,0%,3,0%,2%,?,/,/
CCc1c(C)sc(NC(=O)c2ccccc2[N+](=O)[O-])c1C(N)=O,0%,1%,-0.6%,-1%,9%,?,1%,?,-1%,2,1%
COc1cccc(C(=O)Nc2ccc(NC(=O)C3C4C=CC(C4)C3C(=O)O)cc2)c1 (stereo unspecified),-6%,4%,-1.3%,-5%,-9%,6,1%,-4%,?,/,/
COc1ccc([N+](=O)[O-])cc1N(CC(O)CN1CCCCC1)S(=O)(=O)c1ccccc1 (stereo unspecified),-1%,5%,0.0%,-5%,-15%,-4,1%,0%,0%,1,-12%
C#CCn1c(=NC(=O)c2ccccc2[N+](=O)[O-])sc2cc(S(C)(=O)=O)ccc21,-2%,-2%,6.1%,-2%,-14%,-1,3%,0%,-1%,-1,14%
O=C(N1CCC(O)(c2cccnc2)CC1)C12CC3CC(CC(C3)C1)C2,0%,0%,-0.3%,-5%,14%,-2,2%,-5%,-1%,6,-24%
O=S(=O)(N/N=C\c1ccc2c(c1)OCO2)c1ccc(F)cc1,4%,5%,0.0%,1%,-16%,15,-5%,0%,0%,1,15%
COc1cc(/C=C2\SC(=Nc3ccc(Cl)c(C(=O)O)c3)NC2=O)c(Br)c(Br)c1O,-29%,-5%,-0.1%,1%,-54%[inhibitor],-10,-18%,?,4%,8,?
CCCCCc1nnc(NC(=O)CN2C(=O)C3CCCCC3C2=O)s1 (stereo unspecified),0%,-2%,-0.1%,1%,35%,14,0%,-1%,1%,/,/
Cn1c(SCC(=O)N2CCc3ccccc3C2)nnc1-c1ccncc1,-8%,1%,0.1%,-1%,-20%,-14,9%,-1%,?,0,1%
O=C1C=C(NCc2ccc(Cl)cc2Cl)C2(CCCCC2)O1,4%,1%,-0.2%,11µM*,16%,28,-7%,-1%,6%,-1,5%
O=C(NNC1=NCCC1)c1cccc(S(=O)(=O)N2CCCC2)c1,3%,1%,0.1%,2%,-7%,-6,1%,-3%,1%,0,14%

# Assay outcomes (PubChem BioAssay)

# This is a subset; rates above refer to the full screens.
